# BLM inh: blocks DNA unwinding by human BLM helicase. P54132. recombinant BLM DNA unwinding, fluorescence dequenching. Potency, µM (highest dose often 56.1 µM), inactives show at the top dose activity change, negative = inhibition, usual class: inhibitors. 350,000 compounds, 0.2% hits. AID 2528;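 also: potency is read from the fitted curve at half-maximal effect; plate controls were vehicle for no effect and no enzyme for full effect; nearly all actives have a fitted effect of over 35% in size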
# Pol kappa inh: inhibitors of human DNA polymerase kappa. purified Pol kappa, fluorescent DNA synthesis assay, 10 min. Potency, µM (top dose mostly 107 µM), without a hit: at the highest dose activity, negative = inhibition, hits mostly inhibitors. 400,000 compounds, 0.53% hits; also: potency is read from the fitted curve at half-maximal effect; % is scaled to controls: 0 for no effect and ±100 for the full control effect
#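 Inhibition of 10 nM Pol kappa is measured by a fluorescent read-out at 0 and 10 min following addition of 50 nM substrate (final), with a 15-min room-temperature compound preincubation.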
# Pol iota inh: blocks human DNA polymerase iota activity. 390,000 compounds, 1% hits. Potency, µM (titrated, usually from 115 µM), for the others: at the top dose activity, negative = inhibition, hits mostly inhibitors. AID 588590. Pol iota fluorescent replication assay, 10 min. Q9UNA4; also: potency is read from the fitted curve at half-maximal effect
#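 Pol iota at 10 nM preincubated 15 min with compounds at room temperature; reaction started with fluorescent substrate, 50 nM final. Fluorescence read kinetically at 0 and 10 min; buffer-only wells as negative control.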
# POLB inh: blocks human DNA polymerase beta activity | Pol beta primer extension/strand displacement, fluorescence kinetic | 340,000 compounds, 1.3% hits | Potency, µM (top dose mostly 114 µM), for the others: at the top dose activity change, negative = inhibition, actives largely listed as inhibitors; also: potency is read from the fitted curve at half-maximal effect; % is scaled to controls: 0 for no effect and ±100 for the full control effect
#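 Pol beta (10 nM) was preincubated with compound for 15 min at room temperature. The reaction was then started with 50 nM substrate and read immediately and after a further 10 min at room temperature.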
# Glioma ERSR ind: inducers of ER stress response in human glioma cells. Potency, µM, inactives show at the top dose activation, actives largely listed as activators. U87-MG GRP78 promoter luciferase reporter, 16 h. 420,000 compounds, 0.02% hits; also: potency is read from the fitted curve at half-maximal effect; series mostly up to about 76 µM; % of control where 0% means no effect; nearly all actives have a fitted effect of over 35% in size
#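 Stably transfected U87-MG glioma cells carrying a GRP78-based luciferase sensor; 16 h compound incubation. Luminescence end-point read 10 min after Bright-Glo addition at room temperature.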
# APEX1 inh: blocks human APE1 abasic DNA cleavage. P27695. recombinant APE1, TAMRA/BHQ-2 abasic DNA cleavage fluorescence. Potency, µM (top dose mostly 65.8 µM), for inactives: at the top dose activity change, negative = inhibition, hits mostly inhibitors. 350,000 compounds, 0.35% hits. AID 2517;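 also: potency is read from the fitted curve at half-maximal effect; plate controls were vehicle for no effect and reference inhibitor for full effect; nearly all actives have a fitted effect of over 55% in size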
# Target sequence (P27695 whole entry, looked up): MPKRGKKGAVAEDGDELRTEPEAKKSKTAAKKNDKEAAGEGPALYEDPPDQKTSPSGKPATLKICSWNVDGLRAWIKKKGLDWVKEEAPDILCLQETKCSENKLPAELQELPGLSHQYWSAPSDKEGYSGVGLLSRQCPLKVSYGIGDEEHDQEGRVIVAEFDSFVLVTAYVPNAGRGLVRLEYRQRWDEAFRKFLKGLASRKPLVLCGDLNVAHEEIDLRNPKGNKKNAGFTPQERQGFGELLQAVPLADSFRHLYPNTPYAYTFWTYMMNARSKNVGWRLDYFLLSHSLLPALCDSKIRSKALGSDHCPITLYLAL
#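 APE1 at 0.75 nM final was preincubated with compound 15 min at room temperature, then 50 nM double-stranded THF abasic-site substrate (5'-TAMRA/3'-BHQ-2) was added. Fluorescence (ex 525/em 598 nm) was read kinetically; third-minus-first read gave activity.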
# Apoferritin bind: candidate novel general anesthetic via apoferritin binding; Potency, µM (doses to about 77.5 µM), for the others: top-dose activity change, negative = displacement, usual class: inhibitors; AID 485281; P02791; apoferritin/1-aminoanthracene competitive binding, fluorescence; 350,000 compounds, 0.074% hits; also: potency is read from the fitted curve at half-maximal effect; % is scaled to controls: 0 for no effect and ±100 for the full control effect; nearly all actives have a fitted effect of over 20% in size
# Target sequence (P02791 2-175 limits assumed): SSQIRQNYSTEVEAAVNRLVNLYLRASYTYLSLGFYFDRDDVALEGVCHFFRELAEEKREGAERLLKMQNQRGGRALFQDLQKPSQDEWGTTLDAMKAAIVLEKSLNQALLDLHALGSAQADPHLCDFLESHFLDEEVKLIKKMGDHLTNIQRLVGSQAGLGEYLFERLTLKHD
#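 Steps: apoferritin (10 uM) was premixed with half-saturated 1-AMA in PBS, compounds were pin-transferred, plates stood 10 min at room temperature, fluorescence was read at 380/535 nm, and curves were fitted with a Hill equation.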
# LDHA block: blocks human lactate dehydrogenase A. AID 1347041. P00338. activity change, % (values are at about 110 or 230 µM). purified LDHA, NADH/diaphorase-resazurin fluorescence; stronger effect = lower value. 480,000 compounds, 0.15% hits; in the data active = activity change below about -30%; inconclusive = mostly about -25% to -30%;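 also: plate controls were DMSO wells for no effect and wells without enzyme for full effect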
#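 LDH5 2 nM; NADH 0.06 mM, pyruvate 0.2 mM; 200 mM Tris pH 7.4, EDTA, Tween-20; 5 min RT. Detection: diaphorase 0.133 mg/mL + resazurin 37 µM, fluorescence ex540/em590 at 0 and 20 min; normalized to enzyme-free and DMSO wells.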
# Pol eta inh: DNA polymerase eta (human) inhibition; Q9Y253; recombinant Pol eta, fluorescent DNA replication assay; Potency, µM (top dose mostly 114 µM), for inactives: at the highest dose activity change, negative = inhibition, hits mostly inhibitors; 390,000 compounds, 1.2% hits; AID 588591; also: potency is read from the fitted curve at half-maximal effect; % is scaled to controls: 0 for no effect and ±100 for the full control effect
#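 Pol eta at 10 nM preincubated with compounds 15 min at room temperature; reaction started with fluorescent substrate (50 nM final) and read kinetically at 0 and 10 min.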
# * hit, by the source's call; u = inconclusive; x = not tested or not shown; & = joins results of further samples; [ ] = another dose, or the depositor's remark. Unless noted, calls follow the shape of the dose curve; as a rule, active = well fitted curve in the direction sought with a large enough effect; inconclusive = small, poorly fitted or top-dose-only effect, or another doubt; inactive = no such curve, though single readings can be large; an effect the other way counts as inactive or inconclusive. Only part of the results is shown, so the mix of outcomes need not match the whole.
SMILES,BLM inh,Pol kappa inh,Pol iota inh,POLB inh,Glioma ERSR ind,APEX1 inh,Apoferritin bind,LDHA block,Pol eta inh
O=C(/C=C/Nc1ccc(F)cc1F)c1ccco1,-1%,-33%,u,-7%,-12%,1%,-14%,5,-3%
CS(=O)(=O)c1ccc(-c2sc3ccccc3c2C#CCCO)cc1,x,16%,31%[activator],x,-6%,28%,x,1,1%
CC(C)N(C(=O)Nc1ccc2nccnc2c1)C(C)C,-9%,0%,50%[activator],0%,-3%,-6%,295%[activator],21,u
CCOC(=O)c1ccccc1NC(=O)CSc1nc(N)cc(=O)[nH]1,-3%,-15%,17%,2%,0%,1%,-2%,-5,-4%
Cc1nn(CC(=O)Nc2ccc(Cl)cc2)c(=O)c2cc(-c3ccccc3)nn12,1%,0%,-2%,-1%,-2%,14%,-6%,-6,25%
c1ccc(CCCCc2ccncc2)cc1,x,-12%,10%,x,3%,x,x,-1,-13%
CCCCNC(=O)[C@H](CSCc1ccccc1)N1Cc2ccccc2C1=O,2%,-6%,0%,-22%,-4%,-3%,-12%,0,-13%
CCCc1cc(C(=O)Nc2cccc3ccccc23)n(C)n1,-4%,5%,17%,30%,-4%,16%,4%,-4,-9%
Cc1cnc2cc(Cl)c(Cl)cc2n1,2%,1%,7%,4%,-2%,15%,-4%,-6,8%
Cc1ccccc1OC/C(O)=C(\C#N)c1nc2ccccc2[nH]1,-2%,4%,25%,18%,-5%,-7%,-11%,-3,3%
O=C(Nc1cc2c(oc1=O)CCCC2=O)c1cccc(Cl)c1,-2%,-16%,14%,2%,-1%,3%,u,-3,-2%
Cc1ccc(C)c(NC(=O)CCc2c(C)nn(-c3ccc(N4CCCC4)nn3)c2C)c1,1%,15%,15%,12%,-2%,x,-12%,-6,-19%
Cn1nc(CC(=O)Nc2ccc3c(c2)OCCO3)c2ccccc2c1=O,0%,-18%,57%[activator],-1%,-2%,0%,4%,0,-11%
CCOC(=O)N1CCN(C(=O)C2CCCN(c3nc4ccc(OCC)cc4s3)C2)CC1 (stereo unspecified),0%,10%,26%,-6%,1%,14%,-3%,0,-12%
CN(C)CCNC(=O)c1ccc(CS(=O)(=O)c2c(Cl)cccc2Cl)o1,1%,-12%,6%,7%,1%,2%,-16%,-4,-2%
COc1ccc(CCNC(=O)c2c(-c3ccccc3)noc2C)cc1OC,1%,-3%,1%,7%,-2%,-3%,-7%,-4,2%
COc1cc(C(=O)N(Cc2ccco2)Cc2cc3ccccc3[nH]c2=O)cc(OC)c1OC,-9%,-24%,-1%,23%,-2%,-9%,-11%,1,-11%
CC[C@H](C)[C@@H]1NC(=O)[C@H]([C@@H](C)CC)NC(=O)[C@@H](CC(C)C)NC(=O)[C@H](Cc2ccccc2)NC(=O)[C@H](Cc2ccccc2)NC(=O)[C@@H]2CCCN2C(=O)[C@@H]2CCCN2C(=O)[C@H](C(C)C)NC(=O)[C@H](CC(C)C)NC1=O,x,-13%,3%,x,1%,-2%,x,6,3%
O=S(=O)(c1ccc2ccccc2c1)N1CCCOC1,-10%,-20%,22%,1%,-5%,-3%,u,-9,-12%
Cc1ccc(C)c(Cn2nnc3c(=O)[nH]c(C(=O)NCC4CCCO4)nc32)c1 (stereo unspecified),3%,-3%,3%,11%,-5%,8%,-8%,1,-12%
O=C(Cn1c(=O)n(CC2CCC(C(=O)NCCc3ccccc3)CC2)c(=O)c2ccccc21)Nc1cccc(F)c1 (stereo unspecified),-1%,-28%,-11%,28%,-2%,x,-12%,-11,3%
O=c1c2sc3ccccc3c2n(Cc2ccccc2)c(=O)n1CCc1ccccc1,-4%,-21%,u,12%,2%,x,-6%,-1,-2%
CCOc1ccc(Nc2ncnc3c2cnn3Cc2ccccc2)cc1,-8%,-11%,-2%,16%,0%,-2%,-18%,-1,-19%
CCOc1ccc(CNc2ccc(S(N)(=O)=O)cc2)cc1,-6%,-15%,-26%,2%,1%,4%,-7%,4,0%
Cc1cc(OCC(=O)Nc2ccccc2N2CCCC2)ccc1C(C)C,x,-7%,3%,x,-3%,-10%,x,1,-19%
Cc1n[nH]c(=O)nc1Nc1ccc(O)cc1,-2%,-24%,u,11%,-1%,10%,-10%,6,3%
CSc1ccccc1-c1nnc(NC(=O)Cc2ccccc2)o1,-10%,3%,16%,-11%,-5%,8%,-7%,0,-12%
CCOC(=O)CC[C@H](NC(=O)Cn1cnc2c(OCc3ccccc3)ncnc21)C(=O)OCC,x,3%,60%[activator],x,u,5%,x,0,-17%
COc1ccc(-c2noc(-c3ccc(NC(C)c4ccccc4)c([N+](=O)[O-])c3)n2)cc1OC (stereo unspecified),-17%,-10%,55%[activator],32µM*,-1%,x,-10%,-1,-18%
Cc1cc(C)cc(-n2c(C)cc(/C=N/NC(=O)CSc3ncccn3)c2C)c1,-6%,-10%,9%,-5%,u,-4%,u,-9,-7%

# Some entries already given, showing only POLB inh and Pol kappa inh.
mol	POLB inh	Pol kappa inh
CCOC(=O)CC[C@H](NC(=O)Cn1cnc2c(OCc3ccccc3)ncnc21)C(=O)OCC	x	3%
O=c1c2sc3ccccc3c2n(Cc2ccccc2)c(=O)n1CCc1ccccc1	12%	-21%
CCOc1ccc(Nc2ncnc3c2cnn3Cc2ccccc2)cc1	16%	-11%

# More structures.
SMILES,BLM inh,Pol kappa inh,Pol iota inh,POLB inh,Glioma ERSR ind,APEX1 inh,Apoferritin bind,LDHA block,Pol eta inh
Cc1cccc(N(C(=O)Cn2nnc3ccccc32)C(C(=O)NC(C)(C)C)c2ccsc2)c1 (stereo unspecified),1%,1%[60.1 µM],9%,4%,-1%,0%,-9%,-8,4%
COCCN(CCOC)c1ncnc2c1cnn2-c1ccccc1,-3%,13%,37%[activator],1%,1%,-2%,-6%,1,-8%
S=c1[nH]nc(-c2c[nH]c3ccccc23)o1,-3%,1%,0%,-20%,3%,43%,6%,-4,-17%
N#Cc1nc(Cc2cccc3ccccc23)oc1NCC1CCCO1 (stereo unspecified),1%,-8%,-12%[58.9 µM],1%,-3%,-4%,-18%,2,-18%
CN1CCN(c2ccccc2NC(=O)c2ccc3c(c2)OCCO3)CC1,3%,-1%,111%[activator],2%,4%,43%[12.4 µM],-4%,-6,-11%
Cc1c(S(=O)(=O)NC2CCCCC2)c(=O)n(C)c(=O)n1C,x,1%,35%[activator],x,-4%,-9%,x,-5,0%
O=C1CCC([N+](=O)[O-])C(c2ccc(-c3ccccc3)cc2)N1 (stereo unspecified),x,-18%,46%[activator],x,1%,x,x,-2,-9%
C/C(=N\NC(=O)c1ccc(Br)cc1)C1C(=O)c2ccccc2C1=O,-6%,-12%,8%,22%,5%,11%,-4%,-4,-17%
O=C(Cn1ncnn1)OCc1ccccc1Cl,-1%,-14%,8%,u,-5%,-4%,-12%,-4,-8%
CCCC[C@@H]1C=C(C(=O)O)[C@H](c2ccc(C)cc2)N1S(=O)(=O)c1ccc(C)cc1,x,-6%,-12%,x,-1%,-4%,x,-8,-16%
Oc1oc(-c2ccccc2)nc1C=Nc1ccccc1,-7%,-2%,-7%,2%,6%,0%,u,0,-3%
COc1cc(-c2noc(CCC(N)=O)n2)cc(OC)c1OC,1%,x,x,-23%,x,1%,-8%,x,x
Cc1ccc(NCCC(=O)c2ccc(Cl)cc2)cc1C,0%,2%,100µM*,25%,4%,15%,-4%,-1,2%
CCOC(=O)C1=C(N)OC2=C(C(=O)CC(C)(C)C2)C1c1cccs1 (stereo unspecified),4%,0%,-4%,-20%,8%,4%,-7%,-3,-19%
CCC(=O)Nc1ccc(NC(=O)c2ccccn2)cn1,2%,-1%,18%,-9%,-13%,-1%,-1%,-2,-4%
Cc1c(-c2ccc(F)cc2)nc(N)c(C#N)c1-c1cccnc1,1%,4%,29%,6%,-1%,3%,-7%,3,-13%
Cn1c2ccccc2c2cnn(CC(=O)N3CCN(c4cccc(C(F)(F)F)c4)CC3)c(=O)c21,-1%,4%,4%,9%,-4%,x,u,2,-10%
COc1nc(Cl)cn(-c2ccc(C)cc2)c1=O,3%,-6%,12%,0%,-1%,2%,0%,-4,-19%
COc1ccc2nc(C)cc(NCc3cccc(C(F)(F)F)c3)c2c1,31%[activator],3%,14%,-4%,-11%,16%,2%,-5,-10%
CCCC[C@]12Cc3cc(C#N)ccc3C(O1)c1c(cc(C)n(-c3ccccc3)c1=O)O2,-3%[12.4 µM],x,x,-20%[22.9 µM],x,-5%[12.4 µM],-22%[15.3 µM],x,x
C/C(=N\Nc1nc2c(s1)CCCC2)c1ccc(Cl)cc1,-3%,-5%,u,-20%,-4%,-8%,u,5,-11%
CCN(CC)CCNC(=O)c1ccc(NC(=O)c2cn(-c3ccc(F)cc3)nc2-c2cccc(OC)c2)cc1,36%[activator],0%,-8%,u,-2%,-4%,-10%,-7,u
CCOC(=O)c1oc2ccccc2c1NC(=O)c1ccc2c(c1)OCO2,0%,-2%,-17%[58.9 µM],7%,2%,-1%,-12%,1,-9%
COc1ccc(CCNC(=O)Cn2cnc3sc(C)c(-c4ccc(F)cc4)c3c2=O)cc1OC,-2%,-4%,71%[activator],0%,3%,-2%,u,-3,-10%
COC(=O)c1ccc(CN2CCCC(C(=O)Nc3ccc(-c4ccn[nH]4)cc3)C2)cc1 (stereo unspecified),0%,-8%,21%,25%,-5%,-1%,-12%,-3,-21%
CCN(CC)CCCNC(=O)N[C@@H](Cc1ccccc1)C(=O)O,-2%,1%,3%,20%,-6%,1%,-10%,-11,-5%
CN(C(=O)COC(=O)c1cc2ccccc2oc1=O)C1CCCCC1,x,-7%,23%,x,-5%,8%,x,0&-20,-9%

# High-throughput results (PubChem BioAssay)
